MEKK3 PB1 HTS: modulators (inhibitors or enhancers) of MEK5 binding to human MEKK3 PB1 domain. binding response (% of control), % at 10 µM. bead-based flow cytometry, Alexa488-MEK5 binding to MEKK3; actives lie on both sides; 0 = blocked by unlabeled MEK5, 100 = vehicle. 1.4% of 290,000 active. AID 1529;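 active = binding response more than 3 SD above or below the average of its plate-row segment, actives on both sides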;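 note: Alexa488 bead fluorescence after subtracting the streptavidin-only scavenger bead signal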
Target sequence (Q99759 whole entry, looked up, the tested form may be a part): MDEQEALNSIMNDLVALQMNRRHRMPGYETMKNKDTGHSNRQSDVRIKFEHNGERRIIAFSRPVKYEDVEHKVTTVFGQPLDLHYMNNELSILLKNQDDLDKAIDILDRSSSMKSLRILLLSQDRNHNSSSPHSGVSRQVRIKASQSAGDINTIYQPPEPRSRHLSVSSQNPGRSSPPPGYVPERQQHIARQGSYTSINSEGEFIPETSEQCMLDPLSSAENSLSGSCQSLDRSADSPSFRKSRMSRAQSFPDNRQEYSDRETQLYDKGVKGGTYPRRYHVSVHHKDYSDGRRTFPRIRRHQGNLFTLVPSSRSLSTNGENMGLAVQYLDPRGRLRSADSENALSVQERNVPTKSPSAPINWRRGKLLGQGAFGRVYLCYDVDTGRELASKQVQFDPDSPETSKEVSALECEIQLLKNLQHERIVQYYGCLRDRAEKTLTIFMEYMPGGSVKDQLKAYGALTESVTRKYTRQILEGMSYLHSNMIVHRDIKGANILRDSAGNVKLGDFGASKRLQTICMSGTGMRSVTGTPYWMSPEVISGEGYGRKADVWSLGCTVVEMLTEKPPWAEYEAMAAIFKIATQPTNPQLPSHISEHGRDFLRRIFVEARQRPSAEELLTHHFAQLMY
MEKK2mut PB1 HTS: signal of MEK5 binding to mutant human MEKK2 PB1 domain | bead flow cytometry, Alexa488-MEK5 binding to MEKK2 mutant | percent response, % at 10 µM | 0.35% of 290,000 active | AID 1530; in the data active = percent response above about 24%, passing the limit was not always enough; note: inactives centre near 1; some results filed as inactive read as strong as hits
MEKK2 WT-MEK5: raises or lowers MEK5 binding to wildtype human MEKK2 PB1 domain | binding response (% of control), % at 10 µM | bead flow cytometry, Alexa488-MEK5 binding to MEKK2 WT; actives lie on both sides | 1.1% of 290,000 active | Q9Y2U5; in the data active = binding response below about 67% or above about 130%
SUMO HTRF inh: inhibitors of human SUMOylation (UBC9). HTRF SUMOylation assay, SAE1/SAE2 + UBC9, in vitro. inhibition, % at 35 µM. P63279. AID 2006. 0.36% of 290,000 active; in the data active = inhibition above about 50%, passing the limit was not always enough; note: strong numbers were not always called active
HCV NS3 hel inh: inhibitors of Hepatitis C virus NS3 helicase. NS3 helicase DNA unwinding, Cy5 molecular beacon fluorescence. inhibition, % at 10.9 µM. 0.56% of 290,000 active. AID 1800;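 active = inhibition above the mean of all tested compounds plus 3 SD, set per campaign, cut at about 35% in these data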;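 note: 0% = DMSO wells and 100% = thioflavine S control wells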
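System: NS3 helicase fragment of HCV / Schedule: 1 h at 25 °C / Control set: DMSO alone as 0% and 110 µM thioflavine S as 100% / Reagent: Cy5/quencher beacon DNA duplex and ATP to start / Technique: Cy5 fluorescence / Replication: singlicate / Evaluation: % inhibition of end-to-start signal ratio versus controls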
GalR3 antag: human GalR3 antagonism; 0.44% of 360,000 active; O60755; inhibition, % at 3 µM; HEK293 GalR3-CNG cAMP membrane potential fluorescence; galR3 body fused to GalR1 C-terminus;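 active = inhibition above the screen-wide average plus 3 SD, cut at about 13% in these data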;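 note: forskolin and galanin both at EC90 stimulate the cells; cAMP rise reported by CNG channel membrane potential dye signal; 0% = forskolin plus galanin with DMSO and 100% = forskolin alone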
Target sequence (O60755 1-299 limits assumed): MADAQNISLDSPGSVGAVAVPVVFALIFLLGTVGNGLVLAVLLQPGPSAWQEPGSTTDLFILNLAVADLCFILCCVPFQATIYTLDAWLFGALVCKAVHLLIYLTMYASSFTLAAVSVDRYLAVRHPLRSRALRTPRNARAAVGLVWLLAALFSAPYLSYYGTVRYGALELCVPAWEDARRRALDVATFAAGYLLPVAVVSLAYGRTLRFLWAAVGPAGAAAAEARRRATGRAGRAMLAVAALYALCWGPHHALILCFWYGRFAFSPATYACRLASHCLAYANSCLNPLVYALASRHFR
CRFBP-R2 agonist: CRF-BP/CRF-R2 complex agonism. HEK293 CRF-R2/CRF-BP, calcium dye fluorescence (FLIPR); percent of saturating CRF peptide response. activation, % at 13.2 µM. 0.46% of 350,000 active. AID 588473;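 active = activation of at least 50%, plus an integration ratio under a set limit after plate pattern correction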;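 note: plate controls were neutral control wells without compound for no effect and CRF at EC100 for full effect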
CRFR2-BP antag: CRF-BP/CRF-R2 complex antagonism; 0.59% of 350,000 active; inhibition, % at 11.8 µM; AID 588475; HEK293 CRF-R2/CRF-BP, CRF-induced calcium fluorescence;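 active = inhibition of the ligand-induced calcium signal above about 50% at the single tested concentration, limit read from the data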
DNA FID counter: displaces DNA intercalator in HCV helicase counter-screen | DNA fluorescent intercalator displacement, fluorescence | inhibition, % at 7.9 µM | 0.17% of 290,000 active | AID 1845; in the data active = inhibition above about 37%;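 note: 0% = vehicle and 100% = reference compound; higher means more ethidium bromide displaced from hairpin DNA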
The depositor's hits bear a star; . = not tested or not shown.

compound	MEKK3 PB1 HTS	MEKK2mut PB1 HTS	MEKK2 WT-MEK5	SUMO HTRF inh	HCV NS3 hel inh	GalR3 antag	CRFBP-R2 agonist	CRFR2-BP antag	DNA FID counter
CC(=O)c1ccc(OCC(=O)Nc2ccccc2N2CCCC2)cc1	95	0	96	-18	7	-3	-0.3	0	-30
CCCOC(=O)c1c(NC(=O)C2C3C=CC(C3)C2C(=O)O)sc2c1CCC(C)C2 (centres undefined)	93	-10	90	3	7	7	0.6	4	-12
CCCOc1ccccc1-c1nc2c([nH]1)c(=O)[nH]c(=O)n2C	102	6	103	20	-7	1	3.6	-8	-15
CCOC(=O)Cn1nnc(-c2ccc(OCC(C)C)cc2)n1	78	-9	79	-11	-4	-7	-0.5	4	-3
O=c1c2ccccc2nc(-c2cccs2)n1-c1cccc2ccccc12	98	-3	93	-8	10	-8	-0.2	-6	-2
O=C(CN1C(=O)c2ccccc2S1(=O)=O)N1CCCCC1	103	-1	103	-12	-13	-7	0.1	8	-4
CCCN(CCC)CC(O)COc1ccc([N+](=O)[O-])cc1 (centres undefined)	106	6	113	27	4	-4	-0.9	6	6
CSc1ncccc1C(=O)OCC(=O)c1ccc(Br)s1	103	-1	98	-12	-3	-3	-1.2	19	-6
COc1ccc2c(c1OC)C(=O)N1C2SC(C)(C)[C@H]1C(=O)NC(C)C (some centres undefined)	102	6	99	2	20	-8	1.3	-14	-17
CN(C(=O)CCNC(=O)Cn1cnc2ccccc2c1=O)c1ccc(F)cc1	98	-2	94	7	-3	-7	0.1	-3	-9
C=CCNc1nc2c(c(=O)n(C)c(=O)n2C)n1Cc1ccc(F)cc1	104	10	108	-2	-5	-1	-1.2	-1	-6
CN1C(=O)CC(c2ccco2)Sc2ccccc21 (centres undefined)	100	3	103	12	1	-6	-4.0	-26	-7

Continued:
compound	MEKK3 PB1 HTS	MEKK2mut PB1 HTS	MEKK2 WT-MEK5	SUMO HTRF inh	HCV NS3 hel inh	GalR3 antag	CRFBP-R2 agonist	CRFR2-BP antag	DNA FID counter
CC(C)CN(C(=O)c1ccco1)c1nc2ccccc2s1	82	-4	93	-6	9	-4	-4.0	-9	-6
Oc1cccc(Nc2nc(-c3ccccc3)nc3ccccc23)c1	108	6	107	8	-23	-10	3.9	-16	11
CCc1nc2sc3ccccc3c(=O)c2c(=O)n1Cc1ccc(OC)cc1	107	16	100	10	0	-5	-1.5	-8	-11
COc1ccc(/C=C/C(=O)NCCCN2CCOCC2)cc1	100	-3	99	-3	-4	-8	0.4	12	-5
O=C(NCCc1ccc(Cl)cc1)c1cccnc1	95	-8	95	14	3	-6	-1.0	19	-1
CCOc1cc(/C=N\NC(=O)CN2CCOCC2)ccc1OCc1ccc(F)cc1	99	-1	99	18	-3	-2	-0.2	10	-27
Cc1ccc(S(=O)(=O)C(C#N)c2nc3ccccc3nc2N2CCCC2)cc1 (centres undefined)	97	0	94	101	6	-4	56*	-55	-2
CC(=O)Nc1ccc(NC(=O)CCn2cnnn2)cc1	91	-1	98	-2	-3	-2	-1.1	-1	6
OC(CN1C2=NCCN2c2ccccc21)c1ccc(Br)cc1 (centres undefined)	98	3	101	-12	-7	-6	8.5	3	12
COc1ccc(Nc2oc(COc3ccc(C)cc3)nc2C#N)cc1	108	2	100	4	-18	-4	-1.1	5	-8
CCOC(=O)N1CCN(C(=O)C2COc3ccccc3O2)CC1 (centres undefined)	99	2	104	4	2	-1	-0.3	-5	-11
Cc1ccc2c(c1)C(SCC(=O)NCCc1ccccc1)CC1(CCCC1)O2 (centres undefined)	107	-5	94	2	2	-1	5.2	-30	-3

Following part
compound	MEKK3 PB1 HTS	MEKK2mut PB1 HTS	MEKK2 WT-MEK5	SUMO HTRF inh	HCV NS3 hel inh	GalR3 antag	CRFBP-R2 agonist	CRFR2-BP antag	DNA FID counter
O=c1cc(Cn2ccnc2)c2cc(O)ccc2o1	103	2	103	10	14	-10	-2.1	0	-6
COc1ccc(NS(=O)(=O)c2cccc(C(=O)N/N=C/c3ccc(O)cc3)c2)cc1	102	-4	94	3	6	3	-0.2	0	-12
Oc1ccc(Br)cc1/C=N/Nc1ncc(-c2ccccc2)cn1	98	-3	98	8	4	-5	0.9	2	-3
O=S(=O)(c1ccc(Sc2nnc3ccccn23)nc1)N1CCOCC1	99	1	96	5	3	-1	0.5	5	0
N/C(=N\NC(=O)c1cccs1)c1cc2ccccc2oc1=O	101	-1	113	18	10	-5	-2.4	-9	4
O=C(/C=C/c1cccnc1)c1ccc(F)c(F)c1	102	-3	102	16	-13	-3	1.2	-5	0
CCN1C/C(=C\c2cccc(C)c2)c2nc3ccccc3c(C(=O)O)c2C1	95	-5	94	22	-10	.	.	.	-12
Cc1ccc(S(=O)(=O)c2nc(S(C)(=O)=O)sc2N2CCOCC2)cc1	99	0	96	-10	0	-4	2.1	95*	-9
Cc1ccc(NC(=O)COC(=O)C2CCC(=O)N2)c(S(=O)(=O)N2CCOCC2)c1 (centres undefined)	121	5	119	-8	0	0	-0.2	-1	0
O=C(Nc1ccc(Cl)c(Cl)c1)N1CCSCC1	97	5	100	9	3	-4	1.3	-18	0
CC1CCCC(NC(=O)CCCn2ncn3c(cc4occc43)c2=O)C1C (centres undefined)	100	1	98	2	3	6	-0.6	-22	-43
CCOc1ccc(C(c2c(C)[nH][nH]c2=O)c2c(C)[nH][nH]c2=O)cc1OC	108	4	108	33	7	-4	0.5	1	-4

The results go on.
compound	MEKK3 PB1 HTS	MEKK2mut PB1 HTS	MEKK2 WT-MEK5	SUMO HTRF inh	HCV NS3 hel inh	GalR3 antag	CRFBP-R2 agonist	CRFR2-BP antag	DNA FID counter
CSc1nnc2c(n1)OC=Nc1ccc(Br)cc1-2	114	17	108	11	-1	-6	2.4	-17	3
COc1ccc(Cc2nnc(NC(=O)CSc3ccccc3)s2)cc1OC	100	-1	103	8	2	-1	0.8	-67	-11
COc1ccc(N2CC(O)=C(c3nc(-c4ccc(Cl)cc4)cs3)C2=N)cc1	104	-1	98	7	17	0	-1.3	23	3
CCOC(=O)c1sc2nc(C3CC3)cc(-c3ccc(OC)cc3)c2c1N	96	7	100	33	3	-2	-0.5	2	-3
C=CCNC(=S)NCC=C	113	10	114	21	0	-5	-0.3	-9	2
CCC(=O)Nc1cc(NC(=O)CSc2nnc(C(C)C)n2CC)ccc1C	.	.	.	4	1	-1	-1.7	7	-3
COc1ccc2nc(C)cc(SCC(=O)N3CCCCC3)c2c1	91	-6	91	8	-3	-6	0.6	-10	-7
O=C(O)c1cnn2c(C(F)(F)F)cc(-c3ccco3)nc12	94	-3	97	35	17	2	-0.8	-3	0
COc1ccc(C(=O)Nc2ccc(NC(=O)c3cccc(OC)c3)cn2)cc1	100	0	97	16	-5	-10	0.6	-1	-21
NCCOc1ccc(C23CC4CC(CC(C4)C2)C3)cc1	107	10	130	-14	-62	27*	17	-66	36
CC(C)(C)NC(=O)NC(=O)COC(=O)c1ccc(OC(F)(F)F)cc1	112	0	102	-10	0	0	-0.7	-8	-16
O=C(O)CS(=O)CC(=O)Nc1cccc(C(F)(F)F)c1 (centres undefined)	93	-9	91	-3	4	0	-0.8	-10	2
Cc1c(Cc2ccc3c(c2)OCO3)sc(NC(=O)C2CC2)c1C(N)=O	111	0	106	-7	-15	1	-1.2	-12	-8
CCOc1ccc(-c2nnc(SCC(=O)N3CCOCC3)o2)cc1	96	-2	100	-2	8	-1	1.0	-6	-1

An excerpt of these results, with two lines to a compound:
Results follow in this order: MEKK3 PB1 HTS	MEKK2mut PB1 HTS	MEKK2 WT-MEK5	SUMO HTRF inh	HCV NS3 hel inh	GalR3 antag	CRFBP-R2 agonist	CRFR2-BP antag	DNA FID counter
- CSc1nnc2c(n1)OC=Nc1ccc(Br)cc1-2
→ 114	17	108	11	-1	-6	2.4	-17	3
- COc1ccc(Cc2nnc(NC(=O)CSc3ccccc3)s2)cc1OC
→ 100	-1	103	8	2	-1	0.8	-67	-11
- COc1ccc(N2CC(O)=C(c3nc(-c4ccc(Cl)cc4)cs3)C2=N)cc1
→ 104	-1	98	7	17	0	-1.3	23	3
- CCOC(=O)c1sc2nc(C3CC3)cc(-c3ccc(OC)cc3)c2c1N
→ 96	7	100	33	3	-2	-0.5	2	-3
- C=CCNC(=S)NCC=C
→ 113	10	114	21	0	-5	-0.3	-9	2
- CCC(=O)Nc1cc(NC(=O)CSc2nnc(C(C)C)n2CC)ccc1C
→ .	.	.	4	1	-1	-1.7	7	-3
- COc1ccc2nc(C)cc(SCC(=O)N3CCCCC3)c2c1
→ 91	-6	91	8	-3	-6	0.6	-10	-7
- O=C(O)c1cnn2c(C(F)(F)F)cc(-c3ccco3)nc12
→ 94	-3	97	35	17	2	-0.8	-3	0
- COc1ccc(C(=O)Nc2ccc(NC(=O)c3cccc(OC)c3)cn2)cc1
→ 100	0	97	16	-5	-10	0.6	-1	-21
- NCCOc1ccc(C23CC4CC(CC(C4)C2)C3)cc1
→ 107	10	130	-14	-62	27*	17	-66	36
- CC(C)(C)NC(=O)NC(=O)COC(=O)c1ccc(OC(F)(F)F)cc1
→ 112	0	102	-10	0	0	-0.7	-8	-16
- O=C(O)CS(=O)CC(=O)Nc1cccc(C(F)(F)F)c1 (centres undefined)
→ 93	-9	91	-3	4	0	-0.8	-10	2
- Cc1c(Cc2ccc3c(c2)OCO3)sc(NC(=O)C2CC2)c1C(N)=O
→ 111	0	106	-7	-15	1	-1.2	-12	-8
- CCOc1ccc(-c2nnc(SCC(=O)N3CCOCC3)o2)cc1
→ 96	-2	100	-2	8	-1	1.0	-6	-1

Bioassay records from PubChem BioAssay.

Some of the compounds tested; count on the stated rates, not on these rows.
